telomere uncapping: survival after telomere uncapping, modulators, primary screen, cell-based (AID 1259312); 4,500 compounds, 4.5% hits; HCT116 + Ad-hTR-mut, survival, MTT, 5 d; stronger effect = higher value; fold change at 10 µM;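 active means cell survival measured by absorbance rises more than 2.5-fold over infected cells without compound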;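 further: virus expresses mutant telomerase RNA that uncaps telomeres and kills cells; compound added 2 days after infection so exposure lasts 3 days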
* marks the source's active call; other numbers are inactive results; i = inactive; + = active, no number. Only part of the results is shown; rates above refer to the full screens.

smiles	telomere uncapping
Cc1cc(NS(=O)(=O)c2ccc(N)cc2)no1	-1.35
O=C(c1nsc(Cl)c1Cl)N1CCCCC1	1.89
CN(C)c1ccc(NC(=O)c2sc(=S)[nH]c2N)cc1	-1.46
CCn1cc(C=Nc2c(C)n(C)n(-c3ccccc3)c2=O)c2ccccc21	-1.2
Cc1ccc(-c2nnc(CSCCCCCCCCSCc3nnc(-c4ccc(C)cc4)o3)o2)cc1	-1.46
N#Cc1ccc(Oc2ccc(-c3cnc4ccccc4n3)cc2)cc1C#N	-2.03
CCc1ccc(C2C(C#N)=C(N)OC3=C2C(=O)CC(C)(C)C3)s1 (configuration not stated)	-6.25
CN(C)c1ccc(/C=C2\C(=O)ON=C2c2cccc3ccccc23)cc1	1.03

(more compounds)
smiles	telomere uncapping
S=C(c1cccs1)N1CCCC1	1.58
O=[N+]([O-])c1ccc(N=Cc2cc(Br)cc([N+](=O)[O-])c2O)c(O)c1	i
COc1cc([N+](=O)[O-])ccc1O	-1.07
O=C(O)CNC(=O)c1cccs1	1.14
O=[N+]([O-])c1ccc(NCCNCCO)c([N+](=O)[O-])c1	-1.19
CC1Oc2ccc(S(=O)(=O)NCC3CCCO3)cc2NC1=O (configuration not stated)	-1.21
O=C1CC(N2CCCc3ccccc32)C(=O)N1c1cc(Cl)cc(Cl)c1 (configuration not stated)	1.33
O=C(Nc1ccc(Cl)cn1)C1CC(=O)N(c2ccc(F)cc2)C1 (configuration not stated)	1.15

(next part)
smiles	telomere uncapping
O=S(=O)(Nc1nc2ccccc2nc1N1CCOCC1)c1ccccc1	-1.42
Cc1nc2ccccc2nc1Cn1c(=O)oc2ccccc21	-1.19
COC(c1cccs1)c1c[nH]c2ccccc12 (configuration not stated)	-1.26
CC(C)Cc1nc(C#N)c(N2CCC(C(N)=O)CC2)o1	-1.11
Cc1cc(C)n2ncc(-c3cccc(Br)c3)c2n1	-2.23
N#CCS/C(SCC(=O)c1ccc2c(c1)OCO2)=C(/C#N)C(=O)c1ccc2c(c1)OCO2	2.84*
N#C[C@@H]1[C@@H](c2ccccc2)[C@@](C#N)(C(=O)c2ccc(Br)cc2)[C@H]2C=Cc3ccccc3N12	-2.24
CC(=O)C(C(C)=O)C(C(C)=O)C(C)=O	3.14*

(continued)
smiles	telomere uncapping
Oc1ccccc1-c1cc(-c2ccccc2)nc(-c2ccccc2)n1	i
CC(C)Oc1ccc(-c2nc3sc(-c4ccc(OC(C)C)cc4)nc3s2)cc1	-1.82
CC(=O)CSc1ncnc2sc3c(c12)CCC(C)C3 (configuration not stated)	-3.69
CC(C)(C)c1cc(COCc2cc(C(C)(C)C)c(O)c(C(C)(C)C)c2)cc(C(C)(C)C)c1O	-1.65
N#CC1=C(N)Oc2ccc(N)cc2C1c1cccnc1 (configuration not stated)	2.15
C=CC(C)(O)CCC=C(C)C (configuration not stated)	1.24
CC(=O)CC(=O)N1CCOCC1	1.08
COc1cc(N)c(C(=O)c2nccc3cc(OC)c(OC)cc23)cc1OC	1.03

(continued)
smiles	telomere uncapping
CNC(=S)Nc1ccc(Cl)cc1	-2.26
O=S(=O)(c1ccc(Cl)cc1)N1CCCc2ccccc21	1.97
O=C(O)c1ccc(Cn2cc(Br)c([N+](=O)[O-])n2)o1	-1.3
Brc1ccc2c(c1)-c1cc(Br)ccc1C2	-1.3
CCOC(=O)/C(C#N)=C/c1cc(CSc2nnc(N)s2)cs1	-1.82
N#CC1=C(N)n2c(s/c(=C\c3ccc(O)cc3O)c2=O)=C(C#N)C1c1ccc(O)cc1O (configuration not stated)	-2.36
CCCCCCCCCS(=O)(=O)c1nc(N)n[nH]1	-1.55
CCOC(=O)/C(=C\C1=CC=C([N+](=O)[O-])C1)NC(=O)c1cccc(C)c1	2

(further entries)
smiles	telomere uncapping
O=C(O)C1=C/C(=C(/c2ccccc2)c2cc(C(=O)O)c(O)c3ccccc23)c2ccccc2C1=O	1.42
O=c1c(C=NCc2ccco2)c(NCc2ccco2)nc2ccccn12	-1.12
N#Cc1c(N)nc2c(c1-c1ccc(Cl)cc1Cl)CCCCC2	4.06*
CCN1\C(=C/C=C/C=C/c2sc3ccccc3[n+]2CC)Sc2ccccc21	i
CCOC(=O)c1c(N=Nc2c(O)[nH]c(=O)[nH]c2=O)sc(C(=O)OC)c1C	i
O=[N+]([O-])c1ccc(C=NC2CCCc3c2[nH]c2ccc(Br)cc32)cc1 (configuration not stated)	1.22
CN(C)c1ccc(O)o1	-1.2
CC1=C(C#N)c2nc(N)c(C#N)c(C)c2/C1=C/c1cccs1	1.23

(continued)
smiles	telomere uncapping
CCOC(=O)c1sc(-n2[nH]c(C)cc2=O)nc1C	-1.28
C(=Nc1ccc2c(c1)OCCO2)c1ccc(OC2CSC2)cc1	1.67
CC1SC2(C(=O)N(CN3CCOCC3)c3ccccc32)N(c2ccc3c(c2)oc2ccccc23)C1=O (configuration not stated)	-1.23
O=C(O)Cn1c(O)c(/C=C2/C=c3ccccc3=NC2=O)sc1=S	i
Cc1sc(/N=C/c2ccc([N+](=O)[O-])s2)c(C(N)=O)c1C	-63.7
CC(=O)OC1CCC2(C)C(=CCC3C2CCC2(C)C3CC3OC32[C@H](C)OC(C)=O)C1 (some centres not stated)	4.11*
CCCCc1ccc(-c2c(C#N)c(N)nc3c2CCCC3)s1	2.04
O=C1ON=C(c2ccc(Cl)cc2Cl)/C1=C/c1ccccc1Br	-1.34

Next part.
smiles	telomere uncapping
O=c1ccc2ccccc2[nH]1	-1.85
Oc1ccc2ccccc2c1CNCCNCc1c(O)ccc2ccccc12	3.72*
COc1ccc(-c2c(C#N)c(N)nc(OC)c2C#N)cc1OC	-1.45
Cc1cc(C)c(S(=O)(=O)NCC(C)C)c(C)c1	-1.08
CC(=O)N1CCc2cc(S(=O)(=O)NC3CCSC3=O)ccc21 (configuration not stated)	1.01
Cc1cc(C)c2oc(-c3ccc(C)c(N)c3)nc2c1	-1.22
Cc1nnc(SCC(=O)Nc2cc(F)ccc2F)s1	-1.02
CC(C)=C1C(=O)NN(c2ccc(Cl)c(Cl)c2)C1=O	-1.92

More compounds
smiles	telomere uncapping
O=C(CCn1cnnn1)Nc1ncc(C2C3CC4CC(C3)CC2C4)s1 (configuration not stated)	1.11
Clc1nc(-c2ccccc2)nc2c1CCC2	-1.37
Cc1sc(NC(=O)Cn2cnc([N+](=O)[O-])n2)c(C(N)=O)c1C	1.35
COc1ccc(Br)cc1C1C(C(=O)OCC2CCCO2)=C(C)NC2=C1C(=O)CCC2 (configuration not stated)	-1.19
O=C(Nc1ccc2c(c1)OCCO2)c1sc2ccccc2c1Cl	-1.3
C=C(C)CC(N)(CC(=C)C)c1ccncc1	-2.61
CCOC(=O)c1[nH]c(Cc2[nH]c(C(=O)OCC)c(C)c2CC)c(CC)c1C	1.18
O=C(O)C1CSC(c2ccccc2C(F)(F)F)N1 (configuration not stated)	-1.51

(listing goes on)
smiles	telomere uncapping
Cc1ccccc1OCCSc1nc2ncnc(N)c2[nH]1	1.02
c1ccc2c(c1)[nH]c1nc3nnnn3nc12	+
Cc1cc(=O)n2[nH]c(N)nc2n1	-1.52
CC(C)N1C=C(Cc2ccc(F)cc2)C2=C(C1)C(c1ccc(F)cc1)C(C#N)=C(N)O2 (configuration not stated)	1.45
Fc1ccc(/C=C/c2nnc(-c3ccc(Cl)cc3Cl)o2)cc1	-1.35
O=C(NC1(C(=O)O)Cc2ccccc2C1)OCC1c2ccccc2-c2ccccc21	1.36
Oc1c(Br)cc(Br)cc1C=Nc1ccc(Cl)c(Cl)c1	i
CCOC(=O)c1c(C)nn2cc(-n3cc([N+](=O)[O-])cn3)cnc12	5.25*

Continuation:
smiles	telomere uncapping
CCCCNC(=O)N1CCNC1=O	-1.05
[O-][n+]1onc(N=Nc2no[n+]([O-])c2-c2ccccc2)c1-c1ccccc1	2.99*
CN1CCN(CC(C)(C)N)CC1	-1.51
O=C(Nc1sc2c(c1C(=O)O)CCCCC2)c1cccs1	-1.49
Nc1ncnc2c1ncn2[C@@H]1O[C@H](CO)[C@@H](O)[C@H]1O	1.96
COC[C@@H]1N=C(C)OC1c1ccccc1 (some centres not stated)	-1.2
O=C(NC1CCCCCC1)N1CCOCC1	1.01
CCN(CC)CC(=O)Nc1sc2c(c1C(N)=O)CCCC2	1

(listing goes on)
smiles	telomere uncapping
CS(=O)(=O)N1CCc2cc(C(N)=O)ccc21	-1.54
Cc1cc(/C=C2\SC(=S)NC2=O)c(C)n1-c1cccnc1	1.06
N#C/C(=C/c1cc(Br)cs1)C(N)=S	-1.74
O=[N+]([O-])C1(CO)COC(c2ccccc2)OC1 (configuration not stated)	1.2
O=C1c2ccccc2C(O)(O)C1(O)C1(O)C(=O)c2ccccc2C1(O)O (configuration not stated)	-1.12
O=C(O)C1CCS(=O)(=O)C1 (configuration not stated)	2.36
Cc1ccc(S(=O)(=O)OCCOCCOCCOS(=O)(=O)c2ccc(C)cc2)cc1	1.47
CSCCC(NC(=O)c1occc1C)C(=O)O (configuration not stated)	1.04

Next section:
smiles	telomere uncapping
CC(=O)N1CCc2cc(S(N)(=O)=O)ccc21	-1.17
N#CC1=C(N)Oc2ccc(N)cc2C12C(=O)Nc1ccccc12 (configuration not stated)	2.67*
CC(=O)N1CCc2cc(NC(=O)NC34CC5CC(CC(C5)C3)C4)ccc21	-1.89
O=C(CCSc1ccc(Cl)cc1)N1CCCC1	1.81
CC(=O)NC(CCCN=C(N)N)C(=O)O (configuration not stated)	-1.15
O=C1CCCC2=C1C1(OC3C=CC=CN23)C(=O)c2ccccc2C1=O (configuration not stated)	-1.11
COc1ccc(Oc2ccc3[nH]c4c(c3c2)CCCC4=O)cc1	-1.69
Cn1c(=O)c2c(nc(N3CCCC3)n2C)n(C)c1=O	1.15

Continuation.
smiles	telomere uncapping
Cc1cc(C(=O)O)c(CSCc2cc(C(=O)O)c(C)o2)o1	1.24
Oc1ccc(-c2cnc3ccccc3n2)cc1	i
COc1cc(/C=C2/SC(=S)NC2=O)cc(OC)c1	1.37
NS(=O)(=O)c1ccc(N=Cc2cccs2)cc1	5.47*
O=C(Cc1cccc2ccccc12)NNC1=NS(=O)(=O)c2ccccc21	-1.45
OCCOc1c(Cl)cc(Cl)c2cccnc12	-1.42
CCCCc1sc(/C=C(/C#N)C(=O)OC(C)C)cc1[N+](=O)[O-]	1.33
O=[N+]([O-])c1cc(Br)cc(C=Nc2cc(Cl)cc(Cl)c2)c1O	i

The closing 5 entries of the section above are carried over, then new ones follow:
smiles	telomere uncapping
NS(=O)(=O)c1ccc(N=Cc2cccs2)cc1	5.47*
O=C(Cc1cccc2ccccc12)NNC1=NS(=O)(=O)c2ccccc21	-1.45
OCCOc1c(Cl)cc(Cl)c2cccnc12	-1.42
CCCCc1sc(/C=C(/C#N)C(=O)OC(C)C)cc1[N+](=O)[O-]	1.33
O=[N+]([O-])c1cc(Br)cc(C=Nc2cc(Cl)cc(Cl)c2)c1O	i
O=[N+]([O-])c1cc(Cl)ccc1N1CCN(c2ccc(Cl)cc2[N+](=O)[O-])CC1	2.59*
Cc1[nH]nc2c1C(c1ccoc1)C(C#N)=C(N)O2 (configuration not stated)	-1.7
O=S(=O)(Nc1ccccc1Br)c1ccccc1	-1.48
CCCCCCCOC(=O)COCC1CCC[N+]2(C)CCCCC12 (configuration not stated)	1.7
O=C(Nc1ccc(F)cc1)Nc1nncs1	-1.15
C(=C\c1ccccc1)/CN1CCNCC1	-1.18
CC1=C(C)N(c2ccccc2)NC(=S)S1	-1.14
COc1ccc(NC=C(C#N)C#N)cc1OC	1.01

(next part)
smiles	telomere uncapping
N[C@H](Cc1c[nH]c2ccccc12)C(=O)O	-1.85
C=CCc1ccc(O)c(OC)c1	1.09
O=c1ccc(=O)n(CN2CCN(c3ccccc3)CC2)[nH]1	-1.91
CCCCOCC(O)CN1CCCC1 (configuration not stated)	-2.08
N#CC1Cc2cc([N+](=O)[O-])ccc2-c2cc(Cl)cc(Cl)c21 (configuration not stated)	-3.59
O=S(=O)(Nc1ccncc1)c1ccc(Br)cc1	-1.08
O=[N+]([O-])c1ccc(N2CCN(S(=O)(=O)c3ccc(Cl)cc3)CC2)cc1	-1.84
Nc1ccc(Cl)c(-c2nc3ccccc3o2)c1	1.48

The list continues:
smiles	telomere uncapping
O=C(CSc1nc2ccccc2s1)C12CC3CC(CC(C3)C1)C2	1.55
N#Cc1c(SCc2cccs2)nc(-c2ccccn2)c2c1CCCC2	1.31
O=C(CSc1ncccn1)Nc1ccc(F)cc1	-1.01
CC1=NN(c2ccccc2)C(=O)/C1=C\c1cc(C)n(-c2ccc(N(C)C)cc2)c1C	-1.83
CCOc1nc(-c2ccc(Br)cc2)cc(-c2ccc(C)cc2)c1C#N	1.08
Cc1cc(Br)cc2c1NC(=O)C2=O	-1.6
Cn1c(O)c(C=Nc2ccc(F)cc2)c(=O)n(C)c1=S	i
O=c1[nH]cnc2c1nc(Br)n2C1OC(CO)C(O)C1O (configuration not stated)	i

Carrying on.
smiles	telomere uncapping
CCN(CC)Cc1c(C(=O)NN)nnn1-c1nonc1N	1.03
C=C(C)[C@H]1CC=C(C)C(=O)C1	1.03
Cc1cc(=O)oc(C)c1C(=O)O	-1.07
O=c1c(C=NCc2cccs2)c(C(F)(F)F)[nH]n1-c1nc2ccccc2s1	i
C/C(Cn1nnc2ccccc21)=N\NC(=O)c1c[nH]c2ccccc12	-2.58
CC(C)CC(N)C(=O)O (configuration not stated)	1.05
O=C(O)CN(CP(=O)(O)O)CP(=O)(O)O	-4.38
Cc1sc(/C=C(/C#N)C(N)=S)cc1[N+](=O)[O-]	-1.4
CCOC(=O)C(=O)Nc1cc(C)on1	-1.04
O=C1CCCCC1C1(O)C(=O)Nc2ccc(Br)cc21 (configuration not stated)	1.22

Compound activity deposited in PubChem by University of Glasgow.
